# HP1b chromo inh = HTS for Inhibitors of HP1-beta Chromodomain Interactions with Methylated Histone Tails; AlphaScreen HP1-beta / biotin-H3K9me3 peptide binding; 390,000 tested, 0.56% active; Potency, µM (top dose mostly 114 µM), without a hit: at the highest dose activity change, negative = inhibition, usual class: inhibitors; note: potency is the fitted concentration of half-maximal effect; nearly all actives have a fitted effect of over 70% in size; inactives centre near 23
# Target sequence (P83916 whole entry, looked up): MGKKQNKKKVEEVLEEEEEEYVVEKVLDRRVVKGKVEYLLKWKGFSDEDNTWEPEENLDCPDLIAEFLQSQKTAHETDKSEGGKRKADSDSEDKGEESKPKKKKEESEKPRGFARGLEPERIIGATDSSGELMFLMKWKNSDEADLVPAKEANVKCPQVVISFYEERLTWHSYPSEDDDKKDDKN
#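 HP1-beta protein (50 nM final) preincubated 30 min at room temperature with biotinylated H3(1-18)K9me3 peptide (50 nM) in PBS pH 7.4, 0.01% Tween-20, then compound added for 30 min. AlphaScreen streptavidin donor/nickel chelate acceptor beads (10 ug/mL final), 30 min dark, luminescence read.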
# GLS inh = qHTS for Inhibitors of Glutaminase (GLS); Glutaminase kidney isoform, mitochondrial (Homo sapiens), O94925; GLS enzymatic activity, qHTS titration; Potency, µM (top dose mostly 45.5 µM), without a hit: at the top dose activity change, negative = inhibition, actives largely listed as inhibitors; 410,000 tested, 0.21% active; note: potency is the fitted concentration of half-maximal effect; % is set by controls: 0 for no effect and ±100 for the full control effect
# Target sequence (O94925 whole entry, looked up, canonical isoform): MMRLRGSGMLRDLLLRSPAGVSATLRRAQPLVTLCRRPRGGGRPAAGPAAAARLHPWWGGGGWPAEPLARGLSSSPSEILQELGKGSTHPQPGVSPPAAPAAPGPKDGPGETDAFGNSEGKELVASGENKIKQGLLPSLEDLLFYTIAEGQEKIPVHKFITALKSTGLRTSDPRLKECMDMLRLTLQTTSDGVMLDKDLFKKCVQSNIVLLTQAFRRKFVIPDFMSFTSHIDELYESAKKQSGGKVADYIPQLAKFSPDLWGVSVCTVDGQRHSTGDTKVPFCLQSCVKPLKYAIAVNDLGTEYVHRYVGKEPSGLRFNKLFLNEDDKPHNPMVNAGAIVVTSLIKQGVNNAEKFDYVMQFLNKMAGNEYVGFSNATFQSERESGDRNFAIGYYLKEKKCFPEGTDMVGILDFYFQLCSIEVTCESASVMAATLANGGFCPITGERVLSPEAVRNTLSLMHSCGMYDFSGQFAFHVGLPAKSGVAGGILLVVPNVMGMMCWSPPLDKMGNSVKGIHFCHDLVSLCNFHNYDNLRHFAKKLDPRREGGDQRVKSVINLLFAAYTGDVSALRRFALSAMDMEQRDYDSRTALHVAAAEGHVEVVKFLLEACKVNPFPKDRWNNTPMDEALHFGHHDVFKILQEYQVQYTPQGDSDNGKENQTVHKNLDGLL
#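 Read-out is an Amplex red fluorescence increase coupled through glutamate oxidase and HRP, measured before and after 30 min room-temperature incubation. hKGA is in 45 mM KH2PO4 (pH 8.2) with 0.02% Tween-20; glutamine added as 1mM solution.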
# BAZ2B block = qHTS Assay for Inhibitors of BAZ2B. Potency, µM (titrated, usually from 114 µM), for inactives: at the highest dose activity change, negative = inhibition, actives largely listed as inhibitors. Bromodomain adjacent to zinc finger domain protein 2B (Homo sapiens), Q9UIF8. 360,000 tested, 4.4% active. AlphaScreen BAZ2B-H3K14Ac peptide displacement; note: potency is the fitted concentration of half-maximal effect; % is set by controls: 0 for no effect and ±100 for the full control effect; nearly all actives have a fitted effect of over 60% in size
#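 Protein-peptide AlphaScreen: BAZ2B 50 nM, b-H3K14Ac 50 nM, 1x PBS pH 7.4 + 0.01% Tween-20. Preincubation 30 min RT; cpd 30 min RT (top 110 uM); beads 20 min RT, light-protected.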
# 12-LOX inh = Primary qHTS assay for inhibitors of human arachidonate 12S-lipoxygenase (ALOX12): Round 2; purified 12hLO, xylenol orange hydroperoxide absorbance; Potency, µM (series often up to 108 µM), inactives show at the top dose activity change, negative = inhibition, most hits filed as inhibitors; 580,000 tested, 1.1% active; AID 1671190, 2021; note: potency is the fitted concentration of half-maximal effect; % is set by controls: 0 for no effect and ±100 for the full control effect
#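 Purified human 12hLO (150 nM final) in 25 mM Hepes, 0.01% Triton X-100, pH 7.0 was preincubated 15 min at room temperature with compound. Then 40 uM arachidonic acid was added, 30 min. Hydroperoxide was read by Fe-XO absorbance ratio 573/405 nm.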
# JMJD2A Tudor = qHTS Assay for Inhibitors of JMJD2A-Tudor Domain | Lysine-specific demethylase 4A (Homo sapiens), O75164 | AlphaScreen JMJD2A-Tudor / H3K4me3 peptide binding | Potency, µM (doses to about 114 µM), for inactives: at the highest dose activity change, negative = inhibition, actives largely listed as inhibitors | 390,000 tested, 4.4% active | AID 504339, 2011; note: potency is the fitted concentration of half-maximal effect; % is set by controls: 0 for no effect and ±100 for the full control effect; nearly all actives have a fitted effect of over 50% in size
# G9a inh = qHTS Assay for Inhibitors of Histone Lysine Methyltransferase G9a; G9a H3K9 monomethylation, AlphaScreen, 2 h; Potency, µM (series often up to 102 µM), inactives show at the top dose activity, negative = inhibition, most hits filed as inhibitors; Histone-lysine N-methyltransferase EHMT2 (Homo sapiens), Q96KQ7; 350,000 tested, 8.8% active; note: potency is the fitted concentration of half-maximal effect; % is set by controls: 0 for no effect and ±100 for the full control effect; nearly all actives have a fitted effect of over 75% in size
#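 Compounds were preincubated with 20 nM G9a for 15 min, after which biotinylated H3K9 peptide (500 nM) and SAM (20 uM) started a 2 h room-temperature reaction. Monomethylated product was quantified by antibody-based AlphaScreen chemiluminescence.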
# PI4K2A block = qHTS for small molecular inhibitors of PI4K2A | purified PI4K2A, ADP-Glo luminescence, 1 h; stronger effect = lower value | activity change, negative = inhibition, % at 76.9 µM | 420,000 tested, 0.13% active; in the data active = activity change below about -50%; inconclusive = mostly about -30% to -49%;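 note: -100% = wells without enzyme as full effect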
#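 PI4K2A activity was measured by ADP-Glo luminescence: enzyme (4 ug/mL stock) and phosphatidylinositol (1.2 mM stock) in Tris pH 7.5/MgCl2/EGTA/Triton X-100 buffer were reacted with ATP (300 microM stock) for one hour at ambient temperature.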
# RGS4 inh = Inhibitors of Regulator of G Protein Signaling (RGS) 4: qHTS; Transcreener GDP fluorescence polarization, RGS4-accelerated GTP hydrolysis; Potency, µM (titrated, usually from 114 µM), for the others: at the highest dose activity change, negative = inhibition, most hits filed as inhibitors; 390,000 tested, 0.039% active; note: potency is the fitted concentration of half-maximal effect; % is set by controls: 0 for no effect and ±100 for the full control effect; nearly all actives have a fitted effect of over 75% in size; some results filed as inactive show a strong effect at the top dose
# Target sequence (P49798 whole entry, looked up): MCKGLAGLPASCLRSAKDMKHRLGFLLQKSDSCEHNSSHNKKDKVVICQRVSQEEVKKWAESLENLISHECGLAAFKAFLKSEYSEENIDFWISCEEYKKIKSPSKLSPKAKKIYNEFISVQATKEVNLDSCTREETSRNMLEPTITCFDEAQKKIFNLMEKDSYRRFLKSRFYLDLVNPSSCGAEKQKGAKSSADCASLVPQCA
#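 MLSMR compounds (23 nl, pin-transferred) preincubated 10 min at room temperature with a 500nM (2x) first reagent, then RGS4 at 900nM (2x) plus Transcreener GDP mix added; fluorescence polarization (620/688 nm) read before and after 90 min at 30 °C.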
# ERG Ets-DNA blk = qHTS for Small Molecule Inhibitors of the ERG Ets/DNA interaction. 370,000 tested, 0.028% active. Potency, µM (doses to about 76.9 µM), for the others: at the top dose FP activity, negative = inhibition, usual class: inhibitors. fluorescence polarization, His-ERG Ets domain / labelled DNA. AID 624246, 2012; active = well fitted inhibition curve with a large enough effect in the polarisation, with a control signal flat; inconclusive = small, poorly fitted or top-dose-only effect, or effect the other way, or a change in a side signal; inactive = no such curve, though single readings can be large or run the other way; the % refers to the polarisation;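 note: polarization taken with two DNA probes labelled with fluorescein and Texas red; potency is the fitted concentration of half-maximal effect; % of control where 0% means no effect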
#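 His-tagged ERG Ets domain (1 uM in the protein solution; 300mM KCl, 50mM Tris-HCl, 1mM EDTA, 1mM DTT, pH 7.5) received compound, then a probe mix of 5 nM fluorescein-DNA and 100nM Texas-615-DNA. Fluorescence polarization was read for both dyes.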
# * marks the source's active call; other numbers are inactive results; u = inconclusive; x = not tested or not shown; [ ] = remark or other dose. Unless noted, calls come from the whole dose curve; as a rule, active = well fitted curve in the direction sought with a large enough effect; inconclusive = small, poorly fitted or top-dose-only effect, or another doubt; inactive = no such curve, though single readings can be large; an effect the other way counts as inactive or inconclusive. Only part of the results is shown, so the mix of outcomes need not match the whole.
SMILES,HP1b chromo inh,GLS inh,BAZ2B block,12-LOX inh,JMJD2A Tudor,G9a inh,PI4K2A block,RGS4 inh,ERG Ets-DNA blk
O=C(O)c1cn(-c2ccc(F)c(F)c2)c2c(F)c(F)c(F)c(F)c2c1=O,19%,1%,-2%[57.1 µM],u,-12%,-14%,-7,16%,-5%
COc1ccc(Cl)cc1NC(=S)N(CCN1CCOCC1)C1CCN(C(C)=O)CC1,31%,12%,-22%,9%,u,22%[59 µM],3,-1%,2%
COc1ccc(CCNC(=O)CCCOc2cc(=O)n(C)c3ccccc23)cc1OC,17%,2%,-11%,-7%,2%,49%[59 µM],6,-21%,-1%
COCCCN1C(=O)C(O)=C(C(C)=O)C1c1ccccn1 (stereo unspecified),-3%,-13%,-34%,u,79µM*,u,-6,-6%,1%
CCN(CC)CCOc1ccc2c(c1)C(=NNC(=O)c1ccccn1)c1cc(OCCN(CC)CC)ccc1-2,23%,23%,20µM*,4%,25µM*,22µM*,2,7%[11.4 µM],-29%
O=[N+]([O-])C1C(c2ccccc2)=NOC1c1ccccc1O (stereo unspecified),40%[activator],-2%,-5%,-6%,-24%,u,6,12%,7%
O=C(COC(=O)[C@@H]1CC(O)CN1S(=O)(=O)c1ccc(Cl)c(Cl)c1)NC(=O)NCc1ccccc1 (stereo partly specified),15%[57 µM],-9%,x,-22%,-18%,x,0,-4%,0%
O=C(NCc1ccccc1)c1onc(CSc2ccccc2)c1C(=O)NCc1ccccc1,58%[activator],-4%,x,u,10%,x,1,-2%,1%
Cc1cccc(NC(=O)CSc2nnc(CNC(=O)c3c(F)cccc3Cl)o2)c1C,47%[activator],-5%,2%,-18%,1%,0%[59 µM],0,5%,0%
Cc1cc([N+](=O)[O-])nn1CCCC(=O)Nc1cc(Cl)ccc1Cl,32%,-9%,-9%,-12%,-6%,-8%,0,-6%,-3%
CCCNc1[nH]c(=O)n(C)c(=O)c1N=O,0%,19%,-38%[57.1 µM],-18%,50µM*,40µM*,3,0%,-5%
COC(=O)COc1ccc(S(=O)(=O)N2CCc3ccccc3C2)cc1C,24%,0%,u,8%,2%,9%,1,4%,x
CN(C)S(=O)(=O)c1ccc(C(=O)Oc2cc(=O)[nH]c3ccccc23)cc1,44%[activator],8%,-2%,23%,-14%,71µM*,-1,-2%,0%
CN(Cc1ccccc1)S(=O)(=O)c1ccccc1[N+](=O)[O-],5%,-8%,u,u,-7%,x,3,u,-7%
COC(=O)c1ccc(SCc2cnc(Cl)s2)cc1,58%,-7%,-2%,u,46%[activator],8%,-1,-27%,3%
COc1ccc(-c2nc(-c3ccccc3)c(-c3cc([N+](=O)[O-])ccc3C)[nH]2)cc1O,u,9%,40µM*,u,45µM*,50µM*,-12,-8%,-5%
O=C(Nc1c(S(=O)(=O)c2ccc(Cl)cc2)csc1Br)c1ccccc1Cl,23%,2%,-11%,0%,10%,-9%,0,-3%,-1%
CC(C)Oc1cccc(C(=O)C2CCCN(C(=O)c3ccc4c(c3)OCO4)C2)c1 (stereo unspecified),27%,3%,-14%[57.1 µM],2%,-7%,20%,-2,1%,1%
COc1ccc(N2C(=O)CS(=O)(=O)C23C(=O)N(Cc2ccccc2F)c2ccccc23)cc1Cl (stereo unspecified),10%,-4%,3%[57.1 µM],-6%,-23%,-31%[59 µM],-6,-5%,-12%
C#CC[N+](C)(C)CC#Cc1ccccc1,-11%,1%,5%,-29%,-6%[11.4 µM],x,2,u,12%
C=CCSc1nnc(NC(=O)COc2ccc3ccccc3c2)s1,25%,2%,-8%,0%[57.4 µM],-10%,24%[0.0925 µM],3,20%,x
COc1ccc(NC(=O)COC(=O)c2ccco2)c([N+](=O)[O-])c1,u,52%[activator],-6%,-3%,-16%,8%,4,-21%[11.4 µM],13%
O=C(O)CC1(C(=O)O)CCCC1,15%[57 µM],-14%,x,4%,-14%,x,3,14%,-3%
COc1ccccc1N1CCN(C(=O)c2noc(C(C)C)c2[N+](=O)[O-])CC1,16%,4%,u,x,-17%,x,u,6%,3%
Cc1ccc(S(=O)(=O)c2c(N)n(/N=C/c3ccco3)c3nc4ccccc4nc23)cc1C,19%,0%,7%,11%,-22%,-7%,0,-7%,4%
Cc1ccccc1N(C(=O)CCC(=O)Nc1ccccn1)C(C(=O)NC(C)C)c1ccc(O)cc1 (stereo unspecified),33%,-5%,-2%,20%,-13%,-22%,1,-34%,10%
Cc1ccc(CN2CC(C(=O)N3CCN(c4ccccc4Cl)CC3)CC2=O)cc1 (stereo unspecified),31%,0%,2%,-18%,-19%,21%[12.7 µM],8,2%,0%
COc1ccc(CCNC(=O)CCC(=O)NC2CCCCC2)cc1OC,16%,-10%,-3%,-14%,-10%,31%,-1,-13%,5%
CC1CCCC(C)N1C(=O)COC(=O)c1cccnc1Cl (stereo unspecified),22%,-2%,x,6%,-13%,x,2,8%,4%
CN(C)c1ccc(/C=N/NC(=O)c2ccc3c(c2)OCO3)cc1,11%,18%,-14%,8%,-26%,-2%,-1,-24%,-4%
COC(=O)C1CN(C(=O)C(C)Oc2cc(C)ccc2C(C)C)c2ccccc2O1 (stereo unspecified),24%,0%,4%,11%,8%,-1%[12.7 µM],8,6%,-8%
COc1ccccc1N1CCN(C(=O)CCCn2nc(C)c([N+](=O)[O-])c2C)CC1,23%,-1%,-1%,1%,-7%,-6%,2,3%,-10%
CCN(C(=O)CCNC(=O)Cn1cnc2ccccc2c1=O)c1ccccc1F,-3%,7%,1%,-5%,-9%,23%,-1,3%,-4%
CC(C(=O)OCC(=O)N(C)C1(C#N)CCCCC1)N1C(=O)c2ccccc2C1=O (stereo unspecified),54%[activator],6%,-2%,346%[activator],-12%,16%[12.7 µM],-5,24%,6%
CC1=C(C(=O)Nc2ccccc2C(F)(F)F)C(c2sccc2C)NC(=S)N1 (stereo unspecified),15%,-12%,-13%,-2%,-18%,13%,-6,-34%,-6%
Cc1cccc(NC(=O)CN2C(=S)NC(C)(C)CC2C)c1C (stereo unspecified),-4%,16%,3%,-24%,-3%,u,-1,-11%,-5%
CCC(C)NC(=O)c1cc(-c2ccc3c(c2)OCO3)on1 (stereo unspecified),27%,-6%,8%,-12%,8%,17%,-2,-1%,-6%
CC(C)=NNc1nc2c(c(=O)n(C)c(=O)n2C)n1C,10%,-2%,u,0%,-22%,x,2,0%,4%
O=C1CN(C(=O)COC(=O)Cc2ccsc2)c2ccccc2N1,26%,0%,7%,-23%,-23%,-3%[12.7 µM],-1,-16%,0%
CCCCCCN=C1CC(C)(C)CC(=O)/C1=C(/O)CCC,72%[activator],-4%,12%,0%,8%,96%[activator],2,-34%,9%

# A section taken from the entries so far, for reference:
SMILES,HP1b chromo inh,GLS inh,BAZ2B block,12-LOX inh,JMJD2A Tudor,G9a inh,PI4K2A block,RGS4 inh,ERG Ets-DNA blk
CCC(C)NC(=O)c1cc(-c2ccc3c(c2)OCO3)on1 (stereo unspecified),27%,-6%,8%,-12%,8%,17%,-2,-1%,-6%
CC(C)=NNc1nc2c(c(=O)n(C)c(=O)n2C)n1C,10%,-2%,u,0%,-22%,x,2,0%,4%
O=C1CN(C(=O)COC(=O)Cc2ccsc2)c2ccccc2N1,26%,0%,7%,-23%,-23%,-3%[12.7 µM],-1,-16%,0%
CCCCCCN=C1CC(C)(C)CC(=O)/C1=C(/O)CCC,72%[activator],-4%,12%,0%,8%,96%[activator],2,-34%,9%

# Next section
SMILES,HP1b chromo inh,GLS inh,BAZ2B block,12-LOX inh,JMJD2A Tudor,G9a inh,PI4K2A block,RGS4 inh,ERG Ets-DNA blk
NS(=O)(=O)c1cccc(NC(=O)COc2ncnc3c2cnn3-c2ccccc2)c1,17%,5%,-12%,-13%,-10%,u,-4,-38%,2%
CN1CCc2nc(NC(=O)COc3ccc4ccccc4c3)sc2C1,15%,-1%,u,-3%,-35%,u,-1,-24%,6%
Cc1ccc(OCC(=O)OCC(=O)N2c3ccccc3CC2C)cc1C (stereo unspecified),45%[activator],10%,14%,9%,13%,27%[12.7 µM],1,-3%,-3%
Cc1c(Cl)ccc2c1NC(=O)[C@]21[C@@H]2C(=O)N(Cc3ccccc3)C(=O)[C@@H]2[C@@H]2CCCN21,3%,-13%,-23%,-2%,11%[11.4 µM],45µM*,-3,5%[11.4 µM],3%
CC(c1ccccc1)n1c(Cn2ncc3ccccc3c2=O)n[nH]c1=S (stereo unspecified),53%[activator],-8%,-25%,-16%,32µM*,3.5µM*,5,-27%,14%
CCCNC(=O)C(Cc1ccccc1C)NC(=O)c1ccc(C(F)(F)F)cc1 (stereo unspecified),40%,1%,1%,0%,-9%,-10%[2.33 µM],2,0%,-6%
CCCN(CC(=O)Nc1cc(Cl)ccc1Cl)C(=O)/C=C/c1cc(OC)ccc1OC,113%[activator],8%,x,11%,44%[activator],x,-1,-2%,1%
